# Assay outcomes (PubChem BioAssay)
# LYP inh 2 – inhibitors of human LYP (PTPN22) phosphatase. 0.21% of 96,000 active. AID 640. recombinant LYP catalytic domain, DiFMUP fluorescence. inhibition, % at 2 µM. Q9Y2R2;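 active = inhibition at 2 µM at or above a set limit, the screen mean plus 3 SD, cut at about 24% in these data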;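 also: 0% = DMSO with enzyme and 100% = enzyme fully blocked by orthovanadate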
# Target sequence (Q9Y2R2 whole entry, looked up, the tested form may be a part): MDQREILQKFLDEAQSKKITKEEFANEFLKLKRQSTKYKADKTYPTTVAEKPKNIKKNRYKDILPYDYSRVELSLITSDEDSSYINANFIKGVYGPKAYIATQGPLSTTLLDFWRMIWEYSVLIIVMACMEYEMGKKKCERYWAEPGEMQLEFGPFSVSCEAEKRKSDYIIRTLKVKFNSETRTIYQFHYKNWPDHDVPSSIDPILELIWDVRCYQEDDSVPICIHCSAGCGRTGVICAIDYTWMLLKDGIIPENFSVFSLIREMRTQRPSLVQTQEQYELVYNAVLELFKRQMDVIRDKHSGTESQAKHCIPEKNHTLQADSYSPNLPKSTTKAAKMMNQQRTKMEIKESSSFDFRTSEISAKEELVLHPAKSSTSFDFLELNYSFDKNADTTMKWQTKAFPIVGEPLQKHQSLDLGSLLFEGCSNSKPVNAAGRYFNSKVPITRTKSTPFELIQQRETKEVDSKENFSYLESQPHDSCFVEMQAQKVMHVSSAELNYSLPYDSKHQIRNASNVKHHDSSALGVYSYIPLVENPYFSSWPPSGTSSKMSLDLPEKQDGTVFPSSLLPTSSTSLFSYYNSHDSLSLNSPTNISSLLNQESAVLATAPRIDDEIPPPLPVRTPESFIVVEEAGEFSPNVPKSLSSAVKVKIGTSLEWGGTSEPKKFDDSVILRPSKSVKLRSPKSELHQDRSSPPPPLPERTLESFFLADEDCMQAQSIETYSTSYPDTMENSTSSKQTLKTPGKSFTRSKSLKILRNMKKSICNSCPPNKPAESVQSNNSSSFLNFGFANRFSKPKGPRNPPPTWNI
# PLK1 inh – PLK1 (human) kinase inhibition; inhibition, % at 10 µM; 0.53% of 97,000 active; recombinant PLK1 kinase, TR-FRET peptide phosphorylation; P53350; AID 619;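 active = inhibition of 50% or more in the single-concentration screen; inactive = inhibition below 50%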;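 also: 0% = DMSO max control and 100% = H-89 dihydrochloride min control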
# cytoskel mod – alters cytoskeleton assembly in HUVEC cells | HUVEC TNFa F-actin phalloidin imaging, high content | AID 836 | inhibition, % at 2 µM | 0.18% of 91,000 active;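 active = inhibition above the batch mean plus 3 SD and confirmed as a hit by visual image inspection, cut at about 30% in these data, passing the limit was not always enough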; also: strong numbers were not always called active
# Pyk2 oligo antag – Pyk2 (human) oligomerization antagonism; Q293 cells, Pyk2 FERM NanoBiT luminescence; stronger effect = lower value; 0.83% of 99,000 active; z-score (the deposit names both 25 µM and 10 µM); Q14289;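 active = Z-score of -3 or lower, scaled per plate to the spread of control and sample wells; inactive = z-score above -3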;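 also: negative z-score means lost luminescence so less FERM oligomerization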
# EphB4 ephrin blk – blocks human EphB4 binding to ephrin-B2; P54760; EphB4 LBD / TNYL-RAW-Alexa532 peptide, fluorescence polarization; inhibition, % at 7 µM; 0.15% of 97,000 active; AID 720;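 active = inhibition above the screen-wide mean inhibition plus 3 SD, cut at about 15% in these data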;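 also: 0% = DMSO wells and 100% = excess unlabeled TNYL-RAW peptide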
# PLK1 PBD inh – blocks phosphopeptide binding to human Plk1 polo box domain. 0.13% of 97,000 active. P53350. inhibition, %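 (tested at about 20 µM)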. Plk1 PBD phosphopeptide binding, fluorescence polarization; in the data active = inhibition above about 34%, passing the limit was not always enough
# Rev-RRE block – HIV Rev-RRE protein-RNA interaction inhibition; P05866; Rev peptide-RRE RNA binding, FRET; inhibition, % at 8 µM; 0.79% of 97,000 active;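 active = inhibition above the screen-wide mean plus 3 SD, cut at about 35% in these data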;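 also: 0% = median DMSO wells and 100% = median Neomycin B control wells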
# Target sequence (P05866 whole entry, looked up): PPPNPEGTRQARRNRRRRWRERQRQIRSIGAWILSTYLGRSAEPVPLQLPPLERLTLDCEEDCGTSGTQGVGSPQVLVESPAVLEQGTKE
#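 Assay system: Rev peptide and RRE RNA, both fluorescently labelled; times: 5 min preincubation and 15 min binding, 25 °C; detection: FRET, ex 480 nm, em 540 and 671 nm; read-out basis: % inhibition from 671/540 nm acceptor-to-donor ratio, scaled between controls; benchmarks: DMSO low control, neomycin B high control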
# FAK inh – inhibitors of human focal adhesion kinase; Q05397; biochemical FAK kinase activity assay; inhibition, %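 (tested at 7 µM)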; 0.84% of 97,000 active; AID 727; in the data active = inhibition above about 19%;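 also: 0% = DMSO and 100% = reference compound high control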
# LYP act – LYP (human) phosphatase activation. Q9Y2R2. recombinant LYP, DiFMUP fluorescence; 0 = plate median, 100 = signal doubled. activation, % at 2 µM. 0.11% of 96,000 active. AID 697;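 active = activation at 2 µM above a set limit, the mean plus 5 SD, cut at about 37% in these data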
# * marks the source's active call; other numbers are inactive results; . = not tested or not shown.
SMILES,LYP inh 2,PLK1 inh,cytoskel mod,Pyk2 oligo antag,EphB4 ephrin blk,PLK1 PBD inh,Rev-RRE block,FAK inh,LYP act
Cn1nnnc1SCC(=O)NC(=O)Cc1ccccc1,5,1,-7,0.15,5,2,10,7,-8
C[C@H](C(=O)C=[N+]=[N-])N1C(=O)c2ccccc2C1=O,12,-8,22,.,-6,14,5,-1,-10
CC(C)(C)n1c(=O)[nH]c2c(c1=O)CCC2,2,-6,-24,-0.45,5,-10,2,5,-4
Cc1ccc(S(=O)(=O)NCc2ccc(C(=O)N(C)CCC#N)cc2)cc1,-4,-8,9,1.6,7,0,2,2,3
CCc1c(C#N)c(SCCC(=O)Nc2ccc(OC)cc2)nc2c1C(=O)CC(C)(C)C2,11,-11,-3,-3.1*,1,-12,11,-2,-12
CN1C(=O)c2cccc(NC(=O)CCc3ccccc3)c2C1=O,-11,-7,-13,.,0,-17,7,6,8
Cc1ccc(C(C)C)c(OCc2nnc3n2CCCCC3)c1,-1,-5,-13,0.33,9,-2,3,5,-1
COC(=O)c1cn(CCOc2ccccc2)c2ccccc12,-6,-5,.,-0.78,-1,0,16,11,4
Cc1cc(C)c2[nH]c(=O)c(CN(CC3CCCO3)C(=O)C3CCCO3)cc2c1 (stereo not given),-4,-19,-18,-0.9,-9,-10,1,-3,4
O=C(Oc1ccccc1)c1cc2ccccc2o1,-4,2,2,0.57,6,-1,6,-9,7
Cn1c(=O)c2c(nc(Oc3ccc4c(c3)OCO4)n2Cc2ccc(F)cc2)n(C)c1=O,-1,3,-9,-0.33,-5,16,5,-6,4
CCOC(=O)C1=C(C)N(c2ccccc2)C(=O)C1CC(=O)O (stereo not given),-6,-5,-4,0.18,8,-4,3,4,4
Cc1ccc(C)c(N(Cc2ccccc2F)S(C)(=O)=O)c1,-12,-16,-2,-0.78,3,-4,4,0,11
O=C(c1ccccn1)c1conc1C(=O)c1ccc(Br)cc1,4,-2,-31,0.56,-3,-6,7,3,-1
c1ccc(-c2noc(CSc3nnnn3C3CCCCC3)n2)cc1,-7,-8,-29,0.59,-8,20,17,-3,7
CCOc1ccccc1C1NC(=O)NC(C)=C1C(=O)OC1CCCCC1 (stereo not given),8,-22,5,-1.7,-2,-25,10,1,-11
C/C(Cn1nc([N+](=O)[O-])cc1C)=N\NC(=O)c1cccc(Br)c1,6,-13,-4,0.48,5,11,8,8,-2
Cc1ccc2nsnc2c1S(=O)(=O)N(Cc1cc2cccc(C)c2[nH]c1=O)CC1CCCO1 (stereo not given),6,-10,-9,-0.56,6,-7,8,-1,-7
O=C(CCc1nc(-c2ccccc2)no1)NC1CCCCC1,4,-9,7,0.29,-1,2,5,0,-3
O=C(Nc1cccc(NC(=O)c2cccnc2)c1)c1cccnc1,-5,1,1,-1.6,-6,-32,1,0,9
Cc1ccc(/C=N\Nc2cn[nH]c(=O)c2Cl)cc1,4,-1,-23,0.82,-4,-3,13,7,-3
CC(C)C1N(S(=O)(=O)c2ccccc2)CCN1S(=O)(=O)c1ccccc1,-2,-10,9,-0.62,1,-7,10,-1,-2
O=C(CSCCc1ccccn1)Nc1cccnc1Cl,-10,-7,9,-0.13,-2,-19,7,1,11
Cc1cccc(-c2cc3nc4c(c(N5CCC6(CC5)OCCO6)n3n2)CCCC4)c1,3,-5,2,-1.2,0,11,11,0,-7
CCC(=O)Nc1cc2c(cc1C(C)=O)OCCO2,-4,-8,0,0.41,3,-17,-2,1,5

# 5 entries from above, with bars between the fields:
compound | LYP inh 2 | PLK1 inh | cytoskel mod | Pyk2 oligo antag | EphB4 ephrin blk | PLK1 PBD inh | Rev-RRE block | FAK inh | LYP act
CC(C)(C)n1c(=O)[nH]c2c(c1=O)CCC2 | 2 | -6 | -24 | -0.45 | 5 | -10 | 2 | 5 | -4
Cc1ccc(S(=O)(=O)NCc2ccc(C(=O)N(C)CCC#N)cc2)cc1 | -4 | -8 | 9 | 1.6 | 7 | 0 | 2 | 2 | 3
CCc1c(C#N)c(SCCC(=O)Nc2ccc(OC)cc2)nc2c1C(=O)CC(C)(C)C2 | 11 | -11 | -3 | -3.1* | 1 | -12 | 11 | -2 | -12
CN1C(=O)c2cccc(NC(=O)CCc3ccccc3)c2C1=O | -11 | -7 | -13 | . | 0 | -17 | 7 | 6 | 8
Cc1ccc(C(C)C)c(OCc2nnc3n2CCCCC3)c1 | -1 | -5 | -13 | 0.33 | 9 | -2 | 3 | 5 | -1

# (continued)
SMILES,LYP inh 2,PLK1 inh,cytoskel mod,Pyk2 oligo antag,EphB4 ephrin blk,PLK1 PBD inh,Rev-RRE block,FAK inh,LYP act
Cc1c(NC(=O)C(C)N2CC(C)OC(C)C2)c(=O)n(-c2ccccc2)n1C (stereo not given),-2,2,20,-0.7,-4,-28,5,-4,0
CCOc1nc(-c2ccccc2)ccc1-c1noc(-c2cccs2)n1,8,-16,-3,-0.39,-1,-2,8,-1,-4
O=C(CCCN1C(=O)c2ccccc2C1=O)N1CCCCC1,-5,-9,-2,0.18,-5,-10,0,-2,5
Cc1ccccc1CSc1ncc(C#N)c(N)n1,4,17,-24,-0.23,0,-12,12,0,-4
COc1cc2c(cc1OC)C(C)N(C(C)=O)CC2 (stereo not given),-17,12,-14,0.74,-8,3,5,0,17
CCOc1ccc(N(Cc2cc3cc(OC)ccc3[nH]c2=O)S(C)(=O)=O)cc1,0,-3,1,-0.76,-1,11,12,0,-2
O=C(CN(Cc1ccccc1F)C(=O)Cn1nnc(-c2cccs2)n1)NCC1CCCO1 (stereo not given),8,-5,-2,1.3,-7,0,6,-1,-5
O=C(Nc1nnc(COc2ccc(F)cc2)s1)c1cccs1,6,-17,-6,1.1,1,-3,0,0,-9
O=C(C1CCCN(Cc2ccncc2)C1)N1CCc2ccccc2C1 (stereo not given),-2,8,-11,0.19,-3,-5,5,-1,-1
O=C(Nc1ccc2c(c1)C(=O)N(CC1CCCO1)C2=O)c1ccc(Cl)c(Cl)c1 (stereo not given),-33,0,6,-0.08,1,-2,17,2,37*
Cc1ccc(C)n1-c1ccc(-c2nnc3n2CCCCC3)s1,-11,-4,.,1.1,4,-26,-4,-2,9
CN(/N=C/c1cccnc1)c1cnn(-c2ccc(F)c(Cl)c2)c(=O)c1Cl,7,-6,18,0.3,1,-21,3,12,-8
O=C1C(Cl)=C(NCCCO)C(=O)c2ccccc21,-7,-35,-8,-0.84,-3,14,2,1,4
CSc1nc(-c2ccco2)cc(-c2ccccc2)c1C#N,-6,9,5,-0.92,-1,-6,2,-1,5
Cn1c(CCNC(=O)c2ccco2)nc2cc(NS(=O)(=O)c3ccc(Cl)cc3)ccc21,-10,-11,-28,1.7,-3,20,3,-7,7
CCN1CCN(Cc2cccc(Oc3ccccc3)c2)CC1,-7,-10,2,1.5,-1,-5,3,-3,10
COc1ccc2oc(=O)c(C(=O)N3c4ccccc4CC3C)cc2c1 (stereo not given),-10,-3,.,-0.29,-6,9,3,1,11
O=C(N1CCN(c2ccccc2F)CC1)C12CC3CC(CC(C3)C1)C2,-3,3,-12,-0.54,3,-11,7,3,6
CCCCNC(=O)CS(=O)Cc1nc(-c2cccs2)oc1C (stereo not given),.,59*,.,.,3,3,8,-1,.
CC(Oc1ccc2c(-c3ccccc3)cc(=O)oc2c1)C(=O)O (stereo not given),-5,-6,-15,-0.25,-3,-1,2,-9,2
Cc1cccc(C)c1OCCCCc1c(C)n[nH]c1C,-1,-7,9,0.08,-2,-29,13,-1,0
CCCn1nnc(NC(=S)NC(=O)CC)n1,-2,-10,-3,0.26,-1,-12,4,-1,3
COc1cc(C(=O)Nc2ccc(N(C)C)cc2)cc(OC)c1OC,-5,-13,40,-0.57,0,-42,4,-2,2
CCOC(=O)C1CCCN(c2ncnc3c2[nH]c2cccc(OC)c23)C1 (stereo not given),-3,0,3,.,3,-18,10,8,0
COc1ccc(-c2cc(C(=O)NCc3cccnc3)no2)cc1OC,7,-14,-3,1.1,-9,-1,0,-1,-8

# Additional records:
SMILES,LYP inh 2,PLK1 inh,cytoskel mod,Pyk2 oligo antag,EphB4 ephrin blk,PLK1 PBD inh,Rev-RRE block,FAK inh,LYP act
O=c1[nH][nH]c2nc(C(F)(F)F)cc(C(F)(F)F)c12,1,-11,-20,-0.03,-9,16,4,3,1
c1ccc2c(c1)ncn2CCC1CCCCC1,0,-10,-4,-0.36,5,-10,11,5,-4
O=C(Cc1ccc(S(=O)(=O)N2CCOCC2)s1)Nc1ccc2c(c1)CCC2,2,-7,6,-1.3,-1,-9,7,1,-2
Cc1c([N+](=O)[O-])c(C(=O)N2CCCC2)nn1C,0,-10,11,1.5,6,20,3,3,3
C1CN(c2nc3nonc3n3nnnc23)CCO1,1,-4,.,0.04,-9,-12,1,0,0
COc1ccc(S(N)(=O)=O)cc1C(=O)NCCCN1CCN(c2ccc(C)cc2)CC1,-1,-2,-38,0.68,-11,-1,-6,-7,5
COc1ccc(OC)c(S(=O)(=O)N2CCC(C(=O)Nc3cccc(C(F)(F)F)c3)CC2)c1,2,-8,23,-1.6,8,15,8,4,-4
CC(C)C(=O)Nc1cccc(C(=O)OCC(=O)c2ccc(Cl)cc2Cl)c1,9,-12,-12,-3.5*,-2,-21,4,3,-9
O=C(Nc1ccc2c(c1)C(=O)N(c1ccccc1)C2=O)C1CCCO1 (stereo not given),-13,-10,-4,-0.25,1,18,1,-1,10
CCOC(=O)c1cc(C(=O)c2cccs2)n2ccc(C(C)=O)cc12,-5,-6,-6,-1.1,8,3,6,4,5
CCCCNC(=O)CCn1c(=O)c2ccccc2n(CC(=O)N2CC(C)CC(C)C2)c1=O (stereo not given),-7,-10,3,-0.6,0,-6,7,0,4
COc1cccc(CN2CCSCC2)c1,-22,-5,-6,-0.48,-3,17,4,-1,24
COCCn1c(SCC(=O)N2CC(=O)Nc3ccccc32)nnc1-c1ccoc1C,-10,-14,4,0.56,4,7,3,-1,6
Cc1ccc(C)n1NC(=O)c1cccs1,0,-16,-47,0.15,-1,-19,6,2,2
Cc1ccccc1NS(=O)(=O)c1ccc(NC(=O)c2ccco2)cc1,-15,-12,-4,-1.3,-1,13,2,2,11
O=C(CSCc1nc2ccccc2[nH]1)Nc1ccc2ccccc2c1,3,-10,-17,-0.54,9,-24,9,6,0
O=C(CN1CCC(C(=O)c2ccc(F)cc2)CC1)Nc1ccc(F)cc1,-5,-7,13,1.3,5,-15,9,-1,8
COc1ccc(-n2nc3c(c2NC(=O)c2c(F)cccc2Cl)CS(=O)C3)cc1 (stereo not given),-8,-22,-12,.,1,-9,1,-1,7
Cc1nnc(NC2=NCCCCC2)o1,-7,-8,-6,1.6,6,1,3,4,5
Cc1nc(N2CCN(C(c3ccccc3)c3ccccc3)CC2)[nH]c(=O)c1C,2,-11,-5,-0.33,-3,23,1,2,2
Nn1c(SCC(=O)Nc2ccc(F)cc2F)nnc1C1CCCCC1,6,-17,28,0.19,-6,11,0,1,-7
CC1CCC(C(=O)NC(C(=O)N2CCC(N3CCCCC3)CC2)C(C)C)CC1 (stereo not given),15,-3,11,0.53,1,3,-2,15,-14
O=c1cccccc1NCc1ccccc1,-1,-11,-5,0,13,-17,11,1,0
CCOC(=O)c1sc2nc(CC(=O)OC)nc(N3CCN(c4ccc(OC)cc4)CC3)c2c1C,-5,-10,7,-1.3,-5,1,-1,1,8
O=C(O/N=C\c1ccc(N2CCCCC2)c([N+](=O)[O-])c1)c1ccc(Cl)cc1Cl,9,-17,1,0.35,10,-16,13,12,-7
ON1C2CCCCC2N(O)C1c1c(F)c(F)c(F)c(F)c1F (stereo not given),6,-1,-15,0.87,1,3,6,2,-3
CCOc1ccccc1-n1c(SCC(=O)N2CCCC2)nnc1-c1ccoc1C,-16,-7,26,-0.55,1,-17,7,1,13
COc1ccc(NC(=O)CSc2nnc(-c3ccccn3)n2Cc2ccco2)cc1OC,-6,-13,-15,-0.19,-3,5,5,-3,3
